bovine MsrA act: bovine methionine sulfoxide reductase A activation. purified bovine MsrA, absorbance read-out. activation, % at 10.6 µM. hit rate 0.3% among 360,000; in the data active = activation above about 7.5%;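 also: 0% = vehicle and 100% = reference activator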
eLon inh: E. coli protease La inhibition | hit rate 0.42% among 360,000 | inhibition, % at 7.94 µM | P0A9M0 | AID 602123 | purified E. coli Lon protease, fluorescence polarization; in the data active = inhibition above about 13%, passing the limit was not always enough;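 also: 0% = enzyme with probe and DMSO and 100% = no enzyme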
MsrA inh: inhibitors of bovine MsrA. hit rate 0.75% among 360,000. inhibition, % at 15.5 µM. purified bovine MsrA, absorbance read-out; in the data active = inhibition above about 4.5%;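 also: 0% = vehicle wells with enzyme and 100% = reference inhibitor wells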
Rin1-Abl PPI inh: inhibitors of human Rin1-Abl protein interaction; TR-FRET Rin1/Abl binding, biochemical; hit rate 0.4% among 360,000; inhibition, % at 7.35 µM; P00519+Q13671; in the data active = inhibition above about 5%, passing the limit was not always enough
NRP1-CendR mod: modulators of CendR peptide binding to human neuropilin-1; FAM-RPARPAR peptide binding to NRP-1, fluorescence polarization; O14786; AID 602438; hit rate 0.85% among 360,000; inhibition, % at 25 µM;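 active = inhibition or corrected inhibition above about 18%, plus a signal ratio from 0.5 to 1.5, limit read from the data, passing the limit was not always enough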; also: strong numbers were not always called active
SKN-1 inh: blocks SKN-1 activity in C. elegans; C. elegans VP596 Pgst-4::GFP/RFP ratio, acrylamide-induced, 24 h; inhibition, % at 21.8 µM; hit rate 0.49% among 360,000;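 active = interference check ratio from 0.5 to 1.5 plus GFP to RFP signal ratio inhibition reaching or exceeding a fixed threshold, cut at about 30% in these data, passing the limit was not always enough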; also: some compounds called inactive have numbers as strong as hits
FAS TE block: FAS thioesterase (human) inhibition; P49327; recombinant FAS-TE, OMFH fluorogenic substrate, fluorescence endpoint; inhibition, % at 15 µM; hit rate 0.67% among 360,000;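 active = compounds whose normalised, plate-corrected inhibition of enzyme fluorescence in the single-dose primary screen is 50% or more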;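 also: 0% = DMSO with enzyme and 100% = substrate without enzyme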
Neddylation inh: cullin neddylation inhibition | TR-FRET cullin neddylation, biochemical | calls only at 25 µM | hit rate 0.58% among 360,000 | AID 651699; in the data active = inhibition above about 36%
MT1-MMP act inh: MT1-MMP (human) activation inhibition | P50281 | HT1080 RFP-PRO-GFP cells, GFP/RFP ratio fluorescence, overnight; percent of plate control window, DMSO zero | GFP/RFP ratio change, % at 20 µM | hit rate 0.061% among 360,000;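 active = GFP/RFP ratio change of at least 30% with cell ATP level not reduced by more than half and red fluorescence within 50% of control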; also: strong numbers were not always called active
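Assay system – RFP-PRO-GFP reporter HT1080 cells · Compound dosing – single dose of 20 µM compound, 1% DMSO final · Incubation – overnight compound exposure at 37 °C · Measure – GFP/RFP fluorescence ratio · Benchmarks – DMSO wells and RFP-L50D-GFP cells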
* = called active by the depositor; i = inactive; / = no result given; + = active, no number; & = joins results of further samples. Compounds were not picked by outcome; overall some 4.2% were active at least once.

SMILES	bovine MsrA act	eLon inh	MsrA inh	Rin1-Abl PPI inh	NRP1-CendR mod	SKN-1 inh	FAS TE block	Neddylation inh	MT1-MMP act inh
Oc1c(Br)cc(/C=N/n2c(-c3ccccc3)n[nH]c2=S)cc1Br	2	4	3.3	-4	-66	-2	0	i	0
Cc1ccc2cc(C=O)c(N(C)C)nc2c1	-7	-5	-0.6	-5	6	-7	4	i	-4
CC(=O)c1ccc(NC(=O)CSc2ccc(-c3sc(C)nc3C)nn2)cc1	-3	-1	-0.7	-8	-2	13	-6	i	5
CCN1CCc2c(OCC(=O)N3CCCc4ccccc43)cccc2C1=O	-5	-4	-1.5	3	-7	1	-4	i	-2
COc1cc2c3c(n(C)c(=O)c2cc1OC)-c1cc2c(cc1C3=O)OCO2	-2	-7	/	1	-20	19	-3	i	2
CCCCn1nnnc1SCC(=O)c1ccc(C)c(C)c1	-2	1	0.9	2	9	0	6	i	-6
COCCC(=O)N1CCC(Oc2ccc(C(=O)N(C)C(C)c3ccon3)cc2)CC1 (centres undefined)	3	0	-0.8	0	17	3	-8	i	5
CN1C(=O)C(C)(C)c2cc(S(=O)(=O)NCc3ccc(C(=O)NCc4ccco4)cc3)ccc21	-3	-11	-0.6	4	-3	-30	-8	i	5
COc1ccccc1C(=O)NC(=O)COC(=O)Cn1cnc2c1c(=O)n(C)c(=O)n2C	-11	11	0.1	4	-1	7	-7	i	-5
Cc1ccc(S(=O)(=O)NC(=O)NC2=NC(C)(C)N(c3ccc(Cl)c(Cl)c3)C(N)=N2)cc1	-3	-4	-0.9	1	6	4	0	i	3
CC(=O)c1cnc2n(c1=O)CCS2	-10	7	0.5	-1	3	3	-4	i	0
COc1ccccc1C1CC(c2ccco2)=NN1c1ccccc1 (centres undefined)	-4	-22	0.0	0	-25	9	26	/	-8
COc1ccccc1-c1ccc(SCc2ccccc2F)nn1	-9	2	-0.2	-6	-1	-4	20	i	-2
Cc1cc(C)n(CC(=O)NNC(=O)c2cccc(C(F)(F)F)c2)n1	-5	-14	1.4	1	6	2	-4	i	2
OCc1nc2ccccc2n1CC(O)Cn1ccc2ccccc21 (centres undefined)	2	-10	-0.7	0	-8	18	-4	i	-5
O=C(C1CN(C(=O)c2cc3ccccc3o2)c2ccccc2O1)N1CCCCC1 (centres undefined)	-5	-5	0.5	-2	4	9	6	i	0
CCOc1ccc(N(CC(=O)NC2CC3CCC2C3)S(=O)(=O)c2ccc(C)cc2)cc1 (centres undefined)	-8	3	-1.1	-2	2	-5	20	i	-3
COc1ccccc1NC(=S)N1CCC(c2nc3ccccc3o2)CC1	-4	0	-0.1	3	1	-4	-8	i	1
O=C(Nc1cccc(C(F)(F)F)c1)c1ccc2nc(N3C(=O)CCC3=O)sc2c1	-2	-8	0.7	-7	1	9	13	i	5
Cc1cc(N2CCOCC2)n2nc(C)c(-c3ccccc3Cl)c2n1	-1	-4	0.8	0	6	-10	0	/	2

In the list so far, these contain a CF3 group:
SMILES	bovine MsrA act	eLon inh	MsrA inh	Rin1-Abl PPI inh	NRP1-CendR mod	SKN-1 inh	FAS TE block	Neddylation inh	MT1-MMP act inh
Cc1cc(C)n(CC(=O)NNC(=O)c2cccc(C(F)(F)F)c2)n1	-5	-14	1.4	1	6	2	-4	i	2
O=C(Nc1cccc(C(F)(F)F)c1)c1ccc2nc(N3C(=O)CCC3=O)sc2c1	-2	-8	0.7	-7	1	9	13	i	5

(next part)
SMILES	bovine MsrA act	eLon inh	MsrA inh	Rin1-Abl PPI inh	NRP1-CendR mod	SKN-1 inh	FAS TE block	Neddylation inh	MT1-MMP act inh
NC(=O)c1cccc(NC(=O)Nc2ccc(Cl)cc2)c1	0	1	0.3	0	3	-4	-4	i	4
CCn1c2ccccc2c2cc(NC(=O)COC(=O)Cc3cn4ccsc4n3)ccc21	-3	-9	0.8	1	4	12	9	i	-4
Cc1ccc(C)c(C(=O)C(C)Sc2nc3nn(-c4ccccc4)c(=O)c-3c3n2CCCCC3)c1 (centres undefined)	-1	-6	0.1	-3	11	8	48	i	-6
O=C(NCc1nc(-c2ccc(Cl)cc2)no1)c1ccc2c(c1)OCO2	0	-1	0.7	1	-11	10	7	i	3
Oc1ccc(C[C@@H](CN2CCCC2CN2C(=S)NC[C@@H]2Cc2ccccc2)N2C[C@H](Cc3ccccc3)N(CC3CCCCCC3)C2=S)cc1 (some centres undefined)	-4	-15	-1.0	/	-2	-5	-94	i	1
CCn1c(CC(=O)Nc2ccccc2F)nnc1SCC(=O)NC1=NCCS1	-3	-8	0.6	3	-6	-21	-8	i	-2
Cc1c(Br)c(C(F)(F)F)nn1CC(=O)NCc1ccccc1	-2	-8	0.6	-2	-16	-6	10	i	-1
Oc1ccc(Br)cc1-c1nc2cnccn2c1NC1CCCCC1	-1	-4	2.4	-3	-1	11	16	/	-1
CCCCNCCS(=O)(=O)NCc1ccccc1OC	0	-10	0.1	-3	4	-14	-3	i	1
CCN(CC)CCn1c2c(c(SCC(=O)Nc3nc(C)cs3)nc1=O)CCC2	-2	-8	-0.5	3	15	-9	-5	i	0
CCCOc1ccc(CCC(=O)O)cc1	-2	4	-0.5	0	5	-3	-4	i	-3
Cc1ccc(CN2C(=O)C(Cc3ccccc3)Nc3ncnc(N4CCCCC4)c32)cc1 (centres undefined)	-1&-5	1&-7	2.6&0.8	-1&-2	-11&16	1&6	12&7	i	6&-1
Cc1cc(C(=O)OCC(=O)Nc2cc(Cl)ccc2C)c(C)o1	1	3	-0.4	4	2	-9	4	i	3
O=C(CCCN1C(=O)/C(=C/c2cccs2)SC1=S)Nc1cccc(C(=O)O)c1	3	-1	-1.4	-3	7	12	-6	i	1
CC1=C2CCCC[C@@]23C2C(=O)N(C)C(=O)[C@@H]2ON3OC1 (some centres undefined)	/	/	-1.1	/	2	5	/	i	11
c1ccc2c(c1)Cn1nc(Cc3nc4c(s3)CCCC4)nc1-2	-1	-4	1.1	-3	1	-5	0	i	-2
Cc1occc1C(=O)NNC(=O)C(c1ccccc1)c1ccccc1	-1	-6	-0.1	-1	7	6	-3	i	-4
COc1ccc(CC(=O)Nc2ccc(S(=O)(=O)Nc3cc(C)on3)cc2)cc1	-3	8	-0.8	-1	3	-1	-8	i	1
Cc1ccccc1NC(=O)COC(=O)Cc1cccc(C(F)(F)F)c1	-2	-1	-0.5	-2	-10	10	-4	i	1
Cc1ccc2nc(-c3ccc(Br)cc3)cn2c1	-6	-6	0.6	2	-2	10	2	i	8
COc1ccc(C[C@H]2CN3C(=NC[C@@H]3Cc3ccc(O)cc3)N2CCNC(=O)c2ccc(C)c(Br)c2)cc1	-3	-18	0.7	6	1	-7	-13	i	-1
COC(=O)C1=C(C)N(c2ccc(C(=O)OC)cc2)C(=O)C1	-13	-4	0.3	2	-3	12	-3	i	1
CNC(=S)N/N=C/c1ccc(-c2ccc(C(=O)O)cc2)o1	-4	-4	4.1	-5	-15	8	-4	+	-3
O=C(c1cnn(-c2nc3ccccc3s2)c1)c1ccccc1O	-2	5	1.1	-1	8	33	27	i	-8
CN(C)c1ccc(-c2ccnc3c2CC(C)(C(=O)NCc2ccco2)O3)cc1 (centres undefined)	-4	-7	-0.4	-5	0	8	2	/	-7
Cc1cccc(NC(=S)NCCc2c[nH]c3ccccc23)c1	-2	-4	-1.5	-2	-4	2	2	i	0
CC(=O)NC(CC(=O)NNC(=O)COc1c(C)cccc1C)c1ccccc1 (centres undefined)	-2	-13	-0.5	0	0	12	-6	i	2
COc1ccc2cc(C#N)c(SCC(=O)N3CCCC3)nc2c1	-4	-1	1.4	-6	-2	21	16	i	-1
O=C(Nc1ccc(Cl)cc1)N(Cc1nc2ccccc2c(=O)[nH]1)Cc1cccs1	-2	6	-1.7	0	-7	-1	20	i	-5
Cc1cccc(OCc2n(CC(=O)OC3CC(C)CCC3C(C)C)c3ccccc3[n+]2C)c1 (centres undefined)	-2	0	/	2	9	5	-18	i	-48
CCOCCOC(=O)COc1ccc2c(=O)c(Oc3ccc(OC)cc3)coc2c1	-2	3	3.2	0	7	1	-12	i	0
CC(OC(=O)c1cccc(NS(C)(=O)=O)c1)C(=O)Nc1ccc(N2CCOCC2)cc1 (centres undefined)	-6	-4	-0.5	1	-4	32	-7	i	1
C=C1C[C@]23C[C@@]1(O)CC[C@H]2[C@@]12C=C[C@H](O)[C@@](C)(C(=O)O1)[C@H]2[C@@H]3C(=O)O	-1&-3	2&-3	2.9&-0.3	3&-3	-6&1	16&9	-2&-3	i	2&-2
Cc1ccc(-c2nnc(NCc3nc4ccccc4[nH]3)c3ccccc23)cc1S(=O)(=O)N1CCOCC1	-11	-16	/	0	-2	-4	35	i	/
N#Cc1nc(COc2ccc(F)cc2)oc1N1CCCCC1	-5	4	-1.1	3	-8	0	-1	i	-2
CC(=O)N1CCN(C(=O)COC(=O)c2ccc(S(C)(=O)=O)cc2)CC1	-2	-18	1.2	6	11	-14	-5	i	3
COc1ccc(C(C)NC(=O)CCc2ccccc2)cc1 (centres undefined)	-3	-7	-1.2	0	2	11	-4	i	-4
O=C(CN(Cc1ccco1)Cc1cccs1)N1CCN(S(=O)(=O)c2cccc(F)c2)CC1	-4	-9	-0.8	6	-10	1	26	i	-3
Cc1cccc(C)c1NC(=O)CCN1C(=O)C2C3CCC(C3)C2C1=O (centres undefined)	-1	4	0.9	-5	-11	9	-9	i	-4
COc1ccc2nc(C)cc(Nc3ccccc3OC)c2c1	-2	-7	1.3	-1	-12	5	-6	i	0
CC(=O)N1CCN(CCN=CC2=C(O)CC(C)(C)CC2=O)CC1	-3	-1	0.0	0	2	-12	-7	i	2
COc1ccc(NS(=O)(=O)c2ccc(NC(=O)C(CCSC)NC(N)=O)cc2)cc1 (centres undefined)	-1	6	-0.7	-2	4	0	-3	i	-2
O=c1cc(N2CCCCC2)c(-c2ccccc2)n[nH]1	-1	2	0.8	-2	13	12	0	i	-3
O=C(COc1ccc(Cl)cc1[N+](=O)[O-])N1CCCCC1	-2	1	-0.8	-1	-2	4	2	i	-3
CC(C)CC(=O)Nc1ccc(Nc2ccccc2)cc1	-1	4	-0.2	0	5	35*	-1	i	3
COc1cccc(C=NNc2nnc(NN=Cc3cccc(OC)c3OC)c3ccccc23)c1OC	-4	-14	1.5	0	2	5	11	i	9
COc1ccccc1N1CCN(C2CCCN(Cc3c(F)cccc3F)C2)CC1 (centres undefined)	-1	-4	1.4	-3	11	-2	-5	i	1
O=[N+]([O-])c1ccc(N2CCCCC2)cc1NCCOc1ccccc1	-2	-9	-1.2	1	-4	13	22	i	-1
O=C1COc2ccc(C(=O)CSc3nnnn3-c3ccccc3)cc2N1	-12	-6	1.3	2	14	-10	-12	i	6
COc1ccc(NC(=O)COc2cccc(-n3cnnn3)c2)cc1	-12	5	-1.3	3	5	-6	1	i	-4
The results go on.
SMILES	bovine MsrA act	eLon inh	MsrA inh	Rin1-Abl PPI inh	NRP1-CendR mod	SKN-1 inh	FAS TE block	Neddylation inh	MT1-MMP act inh
Cc1cc(C(=O)CSc2n[nH]c(N)n2)c(C)n1-c1cccc(F)c1	-5	-4	0.5	3	2	-4	-20	i	-2
COc1ccc(CCNC(=O)c2nn(C)c3c2CS(=O)(=O)c2ccccc2-3)cc1OC	-4	-6	/	0	10	10	-2	i	-2
O=C(NC(Cc1ccc(O)cc1)C(=O)O)/C(=C/c1ccccc1)NC(=O)c1ccccc1 (centres undefined)	-2	2	1.2	0	9	11	-5	i	-2
CCN1CCN(C(=O)CS(=O)(=O)Cc2nc(-c3cccc(OC)c3)oc2C)CC1	-4	-11	-1.4	2	10	3	-5	i	0
CCCc1cc(=O)oc2c(CNc3ccc(OCC)cc3)c(O)ccc12	-5	10	0.6	4	-69	0	4	/	1
